Screening results from PubChem.
PfHsp90 set2 – growth inhibition of PfHsp90-expressing yeast, primary screen, antimalarial PfHsp90 inhibitor project, S. cerevisiae, BacTiter-Glo luminescence, single point, set 2; BacTiter-Glo ATP, 48 h; yeast lacking PDR1 and PDR3 efflux regulators; inhibition, % at 9.4 µM; actives 0.32% (n = 310,000);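 active means every replicate shows inhibition above about 80%, whatever the replicate mean, limit read from the data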;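 further: 0% = DMSO neutral controls and 100% = 20 µM radicicol positive controls; yeast relying on Plasmodium falciparum Hsp90 in place of its own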
dFosB act – activators of delta FosB homodimer, primary screen, biochemical, fluorescence polarization, TAMRA-CDK5 oligo, single point. AID 493131, 2011. purified delta FosB; percent of positive-control signal above neutral wells. Protein FosB (Mus musculus), P13346. actives 0.99% (n = 340,000). activation, % at 25 µM;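 active means mean activation above about 17%, with every replicate also reaching it, limit read from the data, passing the limit was not always enough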;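 further: fluorescence polarization rise as delta FosB binds a TAMRA Cdk5 AP-1 oligo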
Keap1-Nrf2 PPI – Keap1-Nrf2 protein-protein interaction inhibitors, primary screen, biochemical, fluorescence polarization, single point | inhibition, % at 9.4 µM | Kelch-like ECH-associated protein 1 (Homo sapiens), Q14145 | Keap1 Kelch-Nrf2 peptide fluorescence polarization, 1536-well | AID 504523, 2011 | actives 0.15% (n = 340,000); in the data active means inhibition above about 12%;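 further: human Keap1 Kelch domain with fluorescein labeled Nrf2 9mer peptide probe; 0% = neutral control wells and 100% = peptide positive control; higher means more block of Keap1 binding to Nrf2 peptide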
CDK5 inh – inhibitors of human CDK5/p35 kinase, primary screen, biochemical, single concentration; inhibition, % at 10 µM; AID 488839, 2010; actives 0.01% (n = 330,000); Recombinant CDK5/p35, ADP-Glo luminescence, 60 min;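 active means highest replicate inhibition of at least 50% and at least 75% of replicates reaching 50%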;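 further: plate controls were DMSO neutral control for no effect and GW8510 at 10 µM for full effect; many of its hits are not listed in these tables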
Target sequence (Q00535 whole entry, looked up): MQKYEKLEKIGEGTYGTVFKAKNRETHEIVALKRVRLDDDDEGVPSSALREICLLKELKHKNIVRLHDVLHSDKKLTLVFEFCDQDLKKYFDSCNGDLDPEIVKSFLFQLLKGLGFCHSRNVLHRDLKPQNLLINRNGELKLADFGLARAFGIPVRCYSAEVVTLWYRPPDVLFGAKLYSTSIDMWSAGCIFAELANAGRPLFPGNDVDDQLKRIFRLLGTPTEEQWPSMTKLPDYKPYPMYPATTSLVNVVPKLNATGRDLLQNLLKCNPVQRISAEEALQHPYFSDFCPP
Target sequence (Q15078 whole entry, looked up): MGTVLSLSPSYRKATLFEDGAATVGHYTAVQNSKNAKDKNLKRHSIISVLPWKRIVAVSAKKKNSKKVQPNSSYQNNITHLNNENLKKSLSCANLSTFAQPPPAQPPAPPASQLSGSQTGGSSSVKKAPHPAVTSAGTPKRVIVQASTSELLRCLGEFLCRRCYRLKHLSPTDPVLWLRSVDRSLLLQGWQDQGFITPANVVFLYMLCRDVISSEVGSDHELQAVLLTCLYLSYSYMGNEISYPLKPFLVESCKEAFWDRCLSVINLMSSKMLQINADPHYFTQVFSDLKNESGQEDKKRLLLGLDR
RTF Ca sens inh – cardiac RTF calcium sensitivity inhibitors, primary screen, biochemical, IANBD-TnC fluorescence, EC70 calcium. inhibition, % at 7.15 µM. Troponin I, cardiac muscle (Homo sapiens) + Troponin T, cardiac muscle (Homo sapiens) + …. actives 0.12% (n = 340,000). AID 493244, 2011. IANBD-labeled cardiac RTF, Ca2+ fluorescence;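 active means inhibition above the mean inhibition of all tested compounds plus 3 SD, cut at about 17% in these data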;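 further: assay run at fixed EC70 calcium of 1.6 mM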
NSD2 HMT inh – NSD2 histone methyltransferase inhibitors, primary screen, biochemical, AlphaScreen, single concentration, set 2; inhibition, % at 12.5 µM; AID 743445, 2014; actives 0.54% (n = 310,000); Histone-lysine N-methyltransferase NSD2 (Homo sapiens), O96028; NSD2 peptide methylation, 120 min; in the data active means inhibition above about 50%
C-LANA FP – inhibitors of KSHV C-LANA binding to DNA, primary screen, biochemical, fluorescence polarization, FAM-LBS DNA, MBP-C-LANA, single point; actives 0.078% (n = 340,000); AID 504423, 2011; inhibition, % at 9 µM; Kaposi's sarcoma herpesvirus LANA C-terminal domain (residues 932-1162) DNA binding;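 active means highest replicate inhibition at or above 60% at 9 µM, even if other replicates fall short; inactive means all replicates below 60% inhibition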;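 further: 0% = neutral control wells and 100% = 4 µM acridine orange control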
Rtt109 Vps75 – inhibitors of C. albicans Rtt109/Vps75 HAT, primary screen, biochemical, ThioGlo CoA-SH fluorescence, plate reader; actives 0.16% (n = 330,000); Histone acetyltransferase RTT109 (Candida albicans (strain SC5314 / ATCC MYA-2876)), …; purified Rtt109/Vps75, 4 h; inhibition, % at 34.9 µM;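 active means inhibition of at least 50% in every replicate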
Target sequence (Q5AAJ8 whole entry, looked up): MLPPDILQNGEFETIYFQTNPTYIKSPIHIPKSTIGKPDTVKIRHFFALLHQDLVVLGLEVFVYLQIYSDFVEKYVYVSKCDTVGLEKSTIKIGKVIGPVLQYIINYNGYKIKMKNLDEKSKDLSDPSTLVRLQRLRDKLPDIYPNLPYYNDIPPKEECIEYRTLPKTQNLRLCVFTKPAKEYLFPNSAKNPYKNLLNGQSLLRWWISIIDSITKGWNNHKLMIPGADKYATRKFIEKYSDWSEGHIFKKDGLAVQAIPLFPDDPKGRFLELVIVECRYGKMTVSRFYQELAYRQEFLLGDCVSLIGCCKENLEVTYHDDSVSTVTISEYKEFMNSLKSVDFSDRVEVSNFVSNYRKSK
PvdQ inh – P. aeruginosa PvdQ acylase inhibitors, primary screen, biochemical, fluorescence, plate reader and imaging, single point; PvdQ acylase [Pseudomonas aeruginosa LESB58]; purified PvdQ acylase; inhibition, % at 10 µM; actives 0.063% (n = 340,000); AID 488965, 2010; in the data active means inhibition above about 30%, passing the limit was not always enough;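 further: 0% = vehicle neutral wells and 100% = reference inhibitor wells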
Mot1-301 SUMO – yeast Mot1-301 growth rescue at high temperature, primary screen, SUMOylation pathway inhibitor project, S. cerevisiae, ATP luminescence, 38.5C | S. cerevisiae Mot1-301 growth rescue; percent above DMSO median, 100 means doubled | growth rescue, % at 18.8 µM | actives 1% (n = 320,000) | AID 2716, 2010;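 active means every valid replicate shows activation above 250% relative to neutral control wells; inactive means the rest, any valid replicate at or below 250%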;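 further: OY570 slx delta 5 strain wells were the positive control but not used for scaling; some compounds called inactive have numbers as strong as hits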
cardiac RTF act – cardiac RTF calcium sensitivity activators, primary screen, biochemical, IANBD-TnC fluorescence, EC20 calcium. Troponin I, cardiac muscle (Homo sapiens) + Troponin T, cardiac muscle (Homo sapiens) + …. IANBD-labeled TnC RTF fluorescence at EC20 calcium; 0% EC20 calcium, 100% full calcium. activation, % at 7.2 µM. actives 0.24% (n = 340,000);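 active means activation above the mean over all tested compounds plus 3 SD, cut at about 30% in these data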;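 further: rise in fluorescence read as greater calcium sensitivity of cardiac thin filaments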
Active calls of the source: *; x = no result given.

1. Cc1ccccc1NC1=C/C(=N\S(=O)(=O)c2ccc(C(=O)O)cc2)c2ccccc2C1=O
2. Cn1nnnc1Sc1ncnc2scc(-c3ccc4c(c3)OCO4)c12
3. CC(NC(N)=O)C(=O)Nc1ccc(Cl)c(S(=O)(=O)Nc2ccc(Cl)cc2)c1 (centres undefined)
4. CCCn1c2c(c(O)c(C(=O)Nc3ncccc3O)c1=O)CCCC2
5. CCc1ccc(CN(C)C(C)C(=O)NCc2ccccc2)cc1 (centres undefined)
6. Cc1cccc(C)c1NC(=O)CN1CCN(CCCC(c2ccc(F)cc2)c2ccc(F)cc2)CC1
7. O=C(Cc1n[nH]c(=O)[nH]c1=O)N/N=C/CCc1ccccc1
8. Cc1ccc2cc(CN(Cc3nnnn3C3CCCCC3)CC3CCCO3)c(=O)[nH]c2c1 (centres undefined)
9. Cc1cc(NC(=O)CSc2nc3ccccc3c(=O)n2-c2ccccc2)no1
10. Cc1cccc(OCCC(=O)Nc2cc(S(=O)(=O)N3CCCCC3)ccc2N2CCOCC2)c1

screen / no.	1	2	3	4	5	6	7	8	9	10
PfHsp90 set2	-18	9	5	-10	-33	4	-1	-30	10	14
dFosB act	-10	-14	-15	5	7	-4	4	-12	1	-13
Keap1-Nrf2 PPI	3	-3	-7	0	-5	-2	2	-7	-3	3
CDK5 inh	3.3	0.5	0.8	0.4	-0.9	-0.2	-1.0	-0.6	-0.1	1.1
RTF Ca sens inh	6	-6	-5	-9	-4	14	0	0	-7	-7
NSD2 HMT inh	139*	x	-4	15	-1	x	-1	x	0	1
C-LANA FP	9.2	-0.6	-0.4	3.6	0.9	-1.0	-1.1	0.4	1.1	-0.7
Rtt109 Vps75	9	1	x	-5	-1	6	-12	16	-16	5
PvdQ inh	-1	-18	4	-2	-14	-6	-9	-8	-16	-9
Mot1-301 SUMO	-17	-16	-7	-6	-13	x	0	-13	281	-9
cardiac RTF act	-5	10	0	3	-1	-5	-2	-3	-3	5

11. COC(=O)c1ccc(Oc2coc3cc(OCc4cnn(-c5ccccc5)c4)ccc3c2=O)cc1
12. CCOC(=O)c1cc(S(=O)(=O)N2CCCC2)cn1C
13. Cc1ccccc1Nc1c(-c2ccncc2)nc2ccc(Br)cn12
14. Cc1ccc(S(=O)(=O)N2CCC(C(=O)OCC(=O)N(CCC#N)c3ccc(F)cc3)CC2)cc1C
15. CN(CCc1ccccc1)C(=O)c1cccc(NC(=O)Cc2cccc(NC(=O)C3CCCN(S(=O)(=O)c4cccc([N+](=O)[O-])c4)C3)c2)c1 (centres undefined)
16. CC1CN(C(=O)c2ccc(OC3CCN(Cc4ccccn4)CC3)cc2)CCN1C (centres undefined)
17. COc1ccc2[nH]c(=O)c(CN(CCc3ccccc3)C(C)=O)cc2c1
18. CCN(CC)CCNc1c2c(c(C#N)c3nc4ccccc4n13)CCCC2
19. Cc1ccc(C(=O)Nc2cccc(C(=O)N3CCOCC3)c2)cc1Cl
20. CCOC(=O)C1=C(N)OC2=C(C(=O)CC(C)(C)C2)C1c1ccoc1 (centres undefined)

screen / no.	11	12	13	14	15	16	17	18	19	20
PfHsp90 set2	-17	4	11	6	-7	10	9	-36	10	15
dFosB act	2	-3	-5	-8	4	-8	-1	5	-9	3
Keap1-Nrf2 PPI	0	-2	-1	0	0	-8	3	-1	-1	-5
CDK5 inh	-1.0	1.2	-0.3	0.2	-0.5	-1.7	-1.9	-1.6	0.3	2.1
RTF Ca sens inh	-15	2	6	-19	1	-5	-5	1	-5	-11
NSD2 HMT inh	0	-1	1	1	x	1	2	-4	-4	0
C-LANA FP	-0.3	-0.5	-1.1	-1.3	-0.1	1.0	1.4	-2.8	-1.7	1.9
Rtt109 Vps75	-8	4	1	0	-8	-13	8	-10	-5	-19
PvdQ inh	-10	-4	-7	-2	-6	-4	0	3	-16	-13
Mot1-301 SUMO	8	-25	0	-14	x	58	-13	155	0	-9
cardiac RTF act	-2	-3	4	-3	-5	-2	-2	1	4	3

21. CCOc1ccc(-c2c(C)sc3nc[nH]c(=O)c23)cc1
22. Cc1ccnc2c(N3C(=O)C4C5C=CC(C5)C4C3=O)cccc12 (centres undefined)
23. Cc1ccc(C(=O)NCC(=O)N2CCCCCC2)cc1
24. CCC(=O)N1CCN(c2ccc(Cl)cc2NC(=O)Cc2ccccc2)CC1
25. O=C(CSc1cccc[n+]1[O-])CSc1cccc[n+]1[O-]
26. N#Cc1ccsc1NC(=O)C1=COCCO1
27. Cc1ccc2c(c1)N(CC(=O)NCCCN1CC(C)CC(C)C1)C(=O)c1cccnc1O2 (centres undefined)
28. CCCCN(C(=O)c1ccc(N(C)S(=O)(=O)c2ccc(C)cc2)cc1)c1c(N)n(CCC)c(=O)[nH]c1=O
29. C/C(CC(=O)Nc1cc(Cl)ccc1C)=N\NC(N)=O
30. Cc1cc(C)c(S(=O)(=O)Nc2ccncc2)cc1C

screen / no.	21	22	23	24	25	26	27	28	29	30
PfHsp90 set2	-15	-15	9	-7	8	17	-9	27	6	2
dFosB act	3	-6	1	0	-1	-4	3	15	-2	-2
Keap1-Nrf2 PPI	-4	2	4	-6	0	4	0	-4	3	0
CDK5 inh	-1.4	0.4	0.1	-0.1	-4.7	-1.5	0.5	0.0	-1.7	0.5
RTF Ca sens inh	-3	-4	-14	-7	1	-18	-4	1	-3	-9
NSD2 HMT inh	-2	1	2	-1	-2	2	x	-2	0	6
C-LANA FP	-1.8	2.1	0.1	1.3	1.5	1.9	-1.1	-2.8	0.1	-0.1
Rtt109 Vps75	1	-3	7	3	-8	-5	4	3	1	3
PvdQ inh	-15	-4	-3	-10	-16	-7	-8	-11	-5	-1
Mot1-301 SUMO	-9	0	1	8	-26	43	-3	-1	-10	2
cardiac RTF act	-5	-4	-5	13	2	5	1	2	0	9

31. O=C(c1cc2cc([N+](=O)[O-])ccc2s1)N1CCOCC1
32. COCc1nnc(NC(=O)C2CC(=O)N(c3ccc(C)c(Cl)c3)C2)s1 (centres undefined)
33. COCCCN(Cc1ccco1)C(=O)Cn1ncc2c([nH]c3ccccc32)c1=O
34. O=S(=O)(c1cc(Cl)ccc1Br)N1CCCCC1
35. O=C(NC1CCCC1)C(c1c[nH]c2ccccc12)N(C(=O)Cn1nnc(-c2ccc(Cl)cc2)n1)c1ccccc1 (centres undefined)
36. CC(C)C(O)C1CCN(Cc2nc(Cc3ccccc3Cl)no2)CC1 (centres undefined)
37. COc1c(C)cc(C(=O)C2CCCN(Cc3cccc4nccnc34)C2)cc1C (centres undefined)
38. O=C(COc1cccnc1[N+](=O)[O-])NCc1ccco1
39. COc1ccc(-c2nc3ccccc3s2)cc1

screen / no.	31	32	33	34	35	36	37	38	39
PfHsp90 set2	25	-13	-13	-4	x	-1	-1	-17	18
dFosB act	0	-12	-7	4	-8	-9	-9	11	-6
Keap1-Nrf2 PPI	0	-3	1	-8	1	0	-3	-6	1
CDK5 inh	-1.3	0.7	0.1	-2.7	-2.7	0.9	-0.8	0.3	8.4
RTF Ca sens inh	8	-4	-6	-2	-9	17	3	11	-12
NSD2 HMT inh	-2	-1	3	3	0	-3	3	-2	2
C-LANA FP	0.7	1.2	-0.8	-0.1	-0.4	-1.0	-0.8	-0.6	2.1
Rtt109 Vps75	-5	-24	14	4	6	7	1	6	0
PvdQ inh	2	-9	-1	-9	0	7	-8	0	67*
Mot1-301 SUMO	4	-4	-8	15	-10	11	3	-5	x
cardiac RTF act	-1	10	5	1	1	-3	-2	-4	2

Whole records from above.
COc1ccc(-c2nc3ccccc3s2)cc1 is listed as PfHsp90 set2: 18; dFosB act: -6; Keap1-Nrf2 PPI: 1; CDK5 inh: 8.4; RTF Ca sens inh: -12; NSD2 HMT inh: 2; C-LANA FP: 2.1; Rtt109 Vps75: 0; PvdQ inh: 67*; Mot1-301 SUMO: x; cardiac RTF act: 2
O=S(=O)(c1cc(Cl)ccc1Br)N1CCCCC1 is listed as PfHsp90 set2: -4; dFosB act: 4; Keap1-Nrf2 PPI: -8; CDK5 inh: -2.7; RTF Ca sens inh: -2; NSD2 HMT inh: 3; C-LANA FP: -0.1; Rtt109 Vps75: 4; PvdQ inh: -9; Mot1-301 SUMO: 15; cardiac RTF act: 1
